# HTR2A ag = mouse HTR2A agonism via beta-arrestin recruitment | P35363 | CHO-K1 mHTR2A beta-arrestin complementation, luminescence; percent of 30 µM serotonin response | activation, % at 7.6 µM | 0.66% of 360,000 active | AID 624169;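 active means activation above a run cutoff, the mean activation of all tested compounds plus 3 SD, cut at about 14% in these data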;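 further: 0% = plate median of compound wells and 100% = 30 µM serotonin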
# Target sequence (P35363 whole entry, looked up): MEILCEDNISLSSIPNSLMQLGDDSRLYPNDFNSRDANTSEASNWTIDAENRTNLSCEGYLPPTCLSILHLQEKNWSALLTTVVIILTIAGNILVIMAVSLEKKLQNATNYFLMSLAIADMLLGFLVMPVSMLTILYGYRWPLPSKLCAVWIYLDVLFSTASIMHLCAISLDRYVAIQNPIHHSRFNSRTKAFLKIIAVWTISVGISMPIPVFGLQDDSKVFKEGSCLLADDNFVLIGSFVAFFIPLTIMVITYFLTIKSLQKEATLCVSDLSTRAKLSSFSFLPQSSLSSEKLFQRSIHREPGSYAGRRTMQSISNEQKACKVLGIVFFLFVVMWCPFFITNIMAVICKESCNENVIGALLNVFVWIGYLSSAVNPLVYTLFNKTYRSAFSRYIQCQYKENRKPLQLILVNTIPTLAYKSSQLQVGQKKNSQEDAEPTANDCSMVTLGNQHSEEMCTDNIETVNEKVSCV
# PDI inh = inhibitors of human protein disulfide isomerase. PDI insulin aggregation turbidity, A650, 90 min. inhibition, % at 10 µM. 0.052% of 350,000 active;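 active means mean inhibition across replicates of 30% or more, whatever share of single replicates reach that level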;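 further: absorbance from insulin aggregation driven by PDI reduction with DTT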
# Peg3 promoter = inhibitors of Peg3 promoter; HeLa PEG-Prom luciferase reporter, luminescence, overnight; inhibition, % at 20 µM; 1.7% of 360,000 active;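 active means inhibition of at least 50% at 20 µM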
# TRPM1 prom inh = MITF TRPM1 promoter inhibition in SK-MEL-5 cells. 0.83% of 330,000 active. inhibition, % at 12.5 µM. SK-MEL-5 TRPM1 promoter luciferase, 24 h;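 active means mean inhibition across replicates of 60% or more, whatever share of single replicates reaches that level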; further: values of inactives mirror those of a sister screen read the other way
# CaV13 FRET inh = Primary screen for inhibitors of IQ motif and Ca2+-dependent inactivation inhibitor domain binding in CACNA1D, Förster resonance energy transfer in living cells, …; 0.098% of 340,000 active; HEK cells, CFP/YFP FRET ICDI-IQ, plate reader, 10 min; percent FRET-ratio fall versus neutral wells; inhibition, % at 12.3 µM; AID 743397;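 active means mean replicate inhibition of at least 30% and at least 1% of replicates passing that level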;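 further: 0% = median of the neutral control wells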
# H9c2 protect = myocardial damage modulation in H9c2 cells; AID 588492; protection from H2O2 cell death, % at 20 µM; 0.63% of 360,000 active; H9c2 cardiomyocytes, H2O2 injury protection, ATPLite, 2 h;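 active means compounds giving at least 50% protection of heart cells from peroxide-induced death in the single-dose screen, raw or plate-pattern-corrected value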;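 further: 0% = DMSO wells with peroxide and 100% = DMSO wells without peroxide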
# NR2E3 ag-1 = agonists of human NR2E3 nuclear receptor; Q9Y5X4; CHO-S Gal4-NCOR/VP16-NR2E3 two-hybrid, luciferase; inhibition of corepressor binding, % at 3.98 µM; 0.35% of 360,000 active; AID 602229;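 active means inhibition above the mean of all tested compounds plus 3 SD, cut at about 70% in these data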;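 further: 0% = DMSO with NR2E3 transfected cells and 100% = cells lacking NR2E3 construct; higher means lower luciferase signal from less NR2E3 corepressor binding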
# Target sequence (Q9Y5X4 whole entry, looked up, the tested form may be a part): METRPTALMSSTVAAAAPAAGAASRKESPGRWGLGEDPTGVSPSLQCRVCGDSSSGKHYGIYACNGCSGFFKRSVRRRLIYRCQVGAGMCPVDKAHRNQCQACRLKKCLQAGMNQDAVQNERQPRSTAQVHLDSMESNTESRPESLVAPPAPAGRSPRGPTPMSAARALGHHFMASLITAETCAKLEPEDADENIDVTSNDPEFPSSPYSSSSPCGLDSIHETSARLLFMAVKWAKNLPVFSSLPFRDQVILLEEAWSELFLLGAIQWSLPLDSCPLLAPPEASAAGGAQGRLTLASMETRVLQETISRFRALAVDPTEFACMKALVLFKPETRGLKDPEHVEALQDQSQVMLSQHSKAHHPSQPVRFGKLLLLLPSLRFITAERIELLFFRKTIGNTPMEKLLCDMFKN
# Shn3 inh set2 = Schnurri-3 reporter inhibition in Clone20 osteoblasts | Clone20 osteoblast Shn3 3'UTR firefly luciferase, 24 h | inhibition, % at 12.5 µM | 0.52% of 360,000 active | AID 588674;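 active means mean inhibition of at least 75% with every replicate also reaching 75%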;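 further: 0% = median of neutral control wells and 100% = pilot-screen positive control compound; some compounds past the cut are filed as inactive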
# HIF-2a inh = inhibitors of HIF-2a; inhibition, % at 18.8 µM; 786-0 RCC cells HIF-2a reporter, luciferase luminescence, overnight; 0.72% of 360,000 active;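 active means inhibition of the luminescence signal of 40% or more relative to plate controls, in a single-dose primary screen at 18.75 µM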
# iPSC survival up = increases survival of single human iPS cells. hiPSC single-cell survival, ATPlite luminescence; 100% = ROCK inhibitor wells, 0% = DMSO. 0.044% of 360,000 active. survival enhancement, % at 20 µM; in the data active means survival enhancement above about 18%;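 further: cells exposed to compounds for 16 hours before the ATP read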
# NR2E3 ag-2 = NR2E3 (human) agonism; AID 2300; inhibition of corepressor binding, % at 4.78 µM; GST-NR2E3/biotin-RetCOR TR-FRET, 1536-well; 0.12% of 320,000 active; Q9Y5X4;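 active means percent inhibition above the cutoff of mean plus 3 SD of all tested compounds, set per screening campaign, cut at about 20% in these data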;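 further: 0% = DMSO wells and 100% = biotin wells as full block of FRET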
#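 Format: 1536-well format; test system: GST-NR2E3 and biotin-RetCOR proteins; read-out basis: percent inhibition of TR-FRET ratio; timing: 5 h incubation at 4 °C; detection: time-resolved FRET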
# * = called active by the depositor; . = not tested or not shown.
SMILES,HTR2A ag,PDI inh,Peg3 promoter,TRPM1 prom inh,CaV13 FRET inh,H9c2 protect,NR2E3 ag-1,Shn3 inh set2,HIF-2a inh,iPSC survival up,NR2E3 ag-2
Cc1cccn2c(=O)c3cc(C(=O)N(C)C)n(C)c3nc12,2,6,-37,-21,-5,10,17,-8,-45,-0.7,1
COC(=O)[C@@]1(C)[C@H]2C(=O)N(Cc3ccccc3)C(=O)[C@H]2[C@H]2CN=C(SCc3ccc(C)cc3)N21,-1,-3,13,4,-4,-4,-6,2,10,1.2,.
O=C(CCl)N1CCN(S(=O)(=O)c2ccc3ccccc3c2)CC1,-1,20,110*,23,-7,-16,-17,4,31,0.3,-1
CC(=O)c1ccc(OCCCC(=O)NCCc2ccc(C(F)(F)F)cc2)cc1,4,-28,7,12,-4,-6,-11,-3,11,-0.6,3
COc1cc(/C=C2\C(=O)ON=C2c2ccccc2)cc(OC)c1OC,0,-10,-29,3,-3,8,-22,-3,-7,2.5,5
O=S(=O)(Nc1ccc(-c2ccccc2)cc1)c1ccccc1,-2,-3,4,1,-6,-7,0,-5,-33,2.1,.
O=C(CC1C(=O)NCCN1Cc1c(F)cccc1Cl)NCCCOc1cccnc1 (stereo unspecified),3,-1,-4,-1,-7,-2,16,-7,6,-0.5,3
O=C(NC12CC3CC(CC(C3)C1)C2)c1ccc(=O)oc1,8,-5,5,17,-3,-7,-17,-3,13,2.7,4
Cc1cccc(NC(=O)COc2ccc(Br)cc2C)n1,-9,0,-346,-202,.,11,-7,-86,-278,-2.1,4
Nc1nccc(-c2cccs2)n1,3,6,9,2,-6,4,-8,13,14,0.4,2
O=C(NC1CC2CCCC(C1)N2Cc1ccccc1)c1ccc([N+](=O)[O-])cc1 (stereo unspecified),-5,6,-1,3,-1,-4,-1,7,0,5.8,.
CN(C)S(=O)(=O)c1cccc(NC(=O)COC(=O)/C=C/c2ccc(Br)o2)c1,-2,-5,13,0,-4,-6,-12,3,10,0.4,-1
CCCC1CC(CSC(=N)N)OC1=O (stereo unspecified),1,-10,-6,-3,-1,16,-3,-10,9,1.7,5
CCOC(=O)C1CCCN(C(=O)c2cc(-c3ccccc3)nc3ccccc23)C1 (stereo unspecified),-1,0,1,7,-4,2,-13,-8,15,-0.4,7
CN(Cc1ccccc1N1CCCC1)C(=O)c1cc2ccccc2o1,0,-8,24,20,-5,-6,2,22,-4,-0.1,.
O=C(/C=C\c1ccco1)NC(=S)Nc1ccccc1O,-1,8,-161,-69,-16,-7,-13,2,-147,0.2,-1
COc1cc(SC)ccc1C(=O)NCCOc1ccc(C)c(C)c1,-3,-2,1,0,-5,1,-18,19,-24,-1.5,0
O=C(NCc1ccc(Cl)cc1)C1CCN(S(=O)(=O)c2cccs2)CC1,-4,14,12,-2,-2,-7,-2,-7,-1,0.2,1
N=c1c(C(=O)NCc2ccco2)cc2c(=O)n3ccccc3nc2n1Cc1ccccc1,0,-3,-2,-5,-3,13,7,21,-1,7.5,1
Cc1ccccc1OCCC(=O)OCC(=O)Nc1c(C)nn(-c2ccccc2)c1C,3,0,-15,-3,-8,4,-14,-13,0,0.4,-2
Cc1cc(C)cc(NC(=O)Nc2cc(-c3ccccc3)nn2C)c1,-3,-1,13,7,-4,2,-15,0,-3,-0.4,1
CN(C(=O)c1cccc(NC(=O)Cc2ccc(NC(=O)C3CCN(C(=O)C4CCCCC4)CC3)cc2)c1)C1CC1,16*,4,3,1,-6,-2,-15,-6,-1,3.7,.
COc1ccccc1NC(=O)CCNS(=O)(=O)c1ccc2[nH]c(=O)oc2c1,-6,-7,7,-3,-4,0,-10,13,7,0.2,-4
COc1cc(C(=O)NCC(c2ccco2)N(C)C)cc(OC)c1OC (stereo unspecified),-3,-10,3,-11,-4,0,-14,-1,16,5.8,0
Cc1ccnc(N2CCC(C(=O)NC3CCCCCC3)CC2)n1,2,-3,14,2,-5,-4,13,11,6,3.6,-1

# 7 structures out of the list, arranged by heavy-atom count, largest number first:
SMILES,HTR2A ag,PDI inh,Peg3 promoter,TRPM1 prom inh,CaV13 FRET inh,H9c2 protect,NR2E3 ag-1,Shn3 inh set2,HIF-2a inh,iPSC survival up,NR2E3 ag-2
O=C(CC1C(=O)NCCN1Cc1c(F)cccc1Cl)NCCCOc1cccnc1 (stereo unspecified),3,-1,-4,-1,-7,-2,16,-7,6,-0.5,3
CCOC(=O)C1CCCN(C(=O)c2cc(-c3ccccc3)nc3ccccc23)C1 (stereo unspecified),-1,0,1,7,-4,2,-13,-8,15,-0.4,7
CN(C)S(=O)(=O)c1cccc(NC(=O)COC(=O)/C=C/c2ccc(Br)o2)c1,-2,-5,13,0,-4,-6,-12,3,10,0.4,-1
COc1cc(/C=C2\C(=O)ON=C2c2ccccc2)cc(OC)c1OC,0,-10,-29,3,-3,8,-22,-3,-7,2.5,5
Cc1cccn2c(=O)c3cc(C(=O)N(C)C)n(C)c3nc12,2,6,-37,-21,-5,10,17,-8,-45,-0.7,1
O=C(NC12CC3CC(CC(C3)C1)C2)c1ccc(=O)oc1,8,-5,5,17,-3,-7,-17,-3,13,2.7,4
CCCC1CC(CSC(=N)N)OC1=O (stereo unspecified),1,-10,-6,-3,-1,16,-3,-10,9,1.7,5

# Some of the entries above in another layout.
# Value order: HTR2A ag | PDI inh | Peg3 promoter | TRPM1 prom inh | CaV13 FRET inh | H9c2 protect | NR2E3 ag-1 | Shn3 inh set2 | HIF-2a inh | iPSC survival up | NR2E3 ag-2
> COc1cc(/C=C2\C(=O)ON=C2c2ccccc2)cc(OC)c1OC
→ 0 | -10 | -29 | 3 | -3 | 8 | -22 | -3 | -7 | 2.5 | 5
> CN(C(=O)c1cccc(NC(=O)Cc2ccc(NC(=O)C3CCN(C(=O)C4CCCCC4)CC3)cc2)c1)C1CC1
→ 16* | 4 | 3 | 1 | -6 | -2 | -15 | -6 | -1 | 3.7 | .
> Nc1nccc(-c2cccs2)n1
→ 3 | 6 | 9 | 2 | -6 | 4 | -8 | 13 | 14 | 0.4 | 2
> Cc1cc(C)cc(NC(=O)Nc2cc(-c3ccccc3)nn2C)c1
→ -3 | -1 | 13 | 7 | -4 | 2 | -15 | 0 | -3 | -0.4 | 1

# The listing continues.
SMILES,HTR2A ag,PDI inh,Peg3 promoter,TRPM1 prom inh,CaV13 FRET inh,H9c2 protect,NR2E3 ag-1,Shn3 inh set2,HIF-2a inh,iPSC survival up,NR2E3 ag-2
COCCN1Cc2cccc(C(=O)NCc3ccccc3OC)c2C1=O,3,9,21,4,.,6,-5,-5,11,0.0,-2
O=C(CCC1CCCN(C(=O)c2ccc3cc[nH]c3c2)C1)N1CCN(c2ccccn2)CC1 (stereo unspecified),0,4,15,6,0,0,-3,16,15,1.7,1
CC(C)n1cnc2c(NCc3ccccc3)nc(NCc3ccccc3)nc21,-4,-3,-25,-3,-11,-1,-30,0,-42,0.3,3
O=C(C1CCN(C2CC(=O)N(c3cccc(Cl)c3)C2=O)CC1)N1CCCC1 (stereo unspecified),-6,-1,8,8,.,-2,-19,0,7,-3.9,6
CCCn1nc(NS(=O)(=O)c2cccc3nonc23)c2cc3cccc(C)c3nc21,6,-2,18,9,-3,-2,3,1,7,-0.4,-2
CN(c1cccc(Cl)c1)S(=O)(=O)c1cccc(C(=O)NCc2ccncc2)c1,1,4,21,14,-3,-19,29,82,17,-0.3,6
Cc1ccc2c(c1)c1c(n2CC2COC(C)(C)O2)C(=O)CCC1 (stereo unspecified),3,-1,12,-8,-4,12,-19,19,5,-1.3,1
COc1ccc(C(=O)N2CCCCC2)cc1S(=O)(=O)Nc1cccc(C(=O)O)c1,-3,6,6,10,-7,10,6,9,13,0.3,7
Cc1ccc(OCCC(=O)OCC(=O)NC2CCCC2)cc1,-2,5,-1,6,-2,-4,-12,-17,5,0.0,2
Cc1c(C(=O)O)oc2ccc(S(=O)(=O)NC3CCCCCCC3)cc12,-5,1,11,4,-4,-2,11,-12,8,-0.7,0
COc1cccc(/C=N/NC(=O)Cn2cnc3c2c(=O)n(C)c(=O)n3C)c1,0,-3,20,.,-1,4,-2,-3,10,0.1,4
NC(=O)Nc1ccc(C(=O)OCC(=O)N2CCCC2=O)cc1,4,3,-12,.,-2,-1,-9,-5,6,2.1,2
CC(=O)c1cccc(NC(=O)CSc2nnc(C(C)N(C)C)n2Cc2ccccc2)c1 (stereo unspecified),7,-2,16,0,-2,17,1,13,7,-0.4,2
CC(C)C(=O)N1N=C(c2ccc(NS(C)(=O)=O)cc2)CC1c1cccs1 (stereo unspecified),-3,-9,25,-64,-2,4,-6,-28,-25,0.2,-2
COc1ccccc1CNC(=O)CCNC(=O)Cn1ccc2ccccc2c1=O,-1,5,12,7,-4,4,-2,2,15,0.3,-2
NCc1cccc(-n2cccn2)c1,-2,-3,-13,-4,-6,-1,-5,11,18,-1.5,-1
CC(=O)NCCNC(=O)c1ccc(Cn2c(=O)[nH]c3ccsc3c2=O)cc1,5,-1,2,-13,-14,2,-12,28,-4,-0.3,.
CCOc1ccc(NC(=O)Cn2nnc3c(cnn3-c3ccc(F)cc3)c2=O)cc1,0,5,13,16,0,-8,-4,13,17,-0.7,3
COc1ccccc1C(=O)Nc1sc2c(c1C(N)=O)CCCC2,1,-6,-40,-27,7,5,-5,-34,-98,0.0,3
O=c1[nH]c2ccccc2c(O)c1O,-3,.,-1,12,.,-1,-17,14,15,-3.3,-3
NC(=O)c1ccc[n+](CC(=O)Nc2ccccc2C(=O)O)c1,-3,12,-34,1,-3,3,6,18,-23,-0.6,2
COc1ccc(S(=O)(=O)N(C)C[C@H]2Oc3c(NS(=O)(=O)c4ccc(F)cc4)cccc3C(=O)N([C@H](C)CO)C[C@@H]2C)cc1,7,12,3,-11,-6,3,-8,8,19,-1.6,.
CC(C)C(NS(=O)(=O)c1cccs1)C(=O)Nc1nc(C(C)(C)C)cs1 (stereo unspecified),-1,6,27,4,-9,-8,4,-7,24,1.1,1
CC(=O)Nc1nnc(-c2ccco2)o1,-3,8,-5,-5,-7,19,2,17,7,-0.6,-1
CN1CCN(c2ccc(C(CC(N)=O)NC(=O)c3ccccc3)cc2[N+](=O)[O-])CC1 (stereo unspecified),-1,1,14,4,-5,10,-33,-1,5,0.0,2
Cc1ccc(S(=O)(=O)N2CCN(C(=O)CN3C(=O)NC(C)(c4ccc5ccccc5c4)C3=O)CC2)cc1 (stereo unspecified),-6,-1,12,-6,-2,-9,21,35,15,-0.3,.

# Compound activity from PubChem BioAssay.

# This is a random part of the collection, and some 3.9% of all compounds hit somewhere here.
